SUMO Mot1 rescue – inhibitors of SUMOylation pathway: yeast Mot1-301 growth rescue. AID 2716. 1% of 320,000 active. S. cerevisiae Mot1-301 growth rescue, ATP luminescence, 38.5C; percent above DMSO median, 100 means doubled. growth rescue, % at 18.8 µM;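 active = every valid replicate shows activation above 250% relative to neutral control wells; inactive = the rest, any valid replicate at or below 250%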;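 also: OY570 slx delta 5 strain wells were the positive control but not used for scaling; some compounds called inactive have numbers as strong as hits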
PKA-R2B activ – activators of human PKA-R2B complex; PKA-R2B holoenzyme dissociation, Cy5-IP20 fluorescence polarization; R2B truncated from residue 108, S112A mutant; 0% DMSO only, 100% 113 µM cGMP; activation, % at 11.4 µM; 0.079% of 340,000 active;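 active = activation above a cutoff set at the mean over all compounds plus 3 SD, cut at about 18% in these data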;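 also: higher means more holoenzyme dissociation and a rise in polarization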
Target sequence (P31323 whole entry, looked up, other chains not shown, the tested form may be a part): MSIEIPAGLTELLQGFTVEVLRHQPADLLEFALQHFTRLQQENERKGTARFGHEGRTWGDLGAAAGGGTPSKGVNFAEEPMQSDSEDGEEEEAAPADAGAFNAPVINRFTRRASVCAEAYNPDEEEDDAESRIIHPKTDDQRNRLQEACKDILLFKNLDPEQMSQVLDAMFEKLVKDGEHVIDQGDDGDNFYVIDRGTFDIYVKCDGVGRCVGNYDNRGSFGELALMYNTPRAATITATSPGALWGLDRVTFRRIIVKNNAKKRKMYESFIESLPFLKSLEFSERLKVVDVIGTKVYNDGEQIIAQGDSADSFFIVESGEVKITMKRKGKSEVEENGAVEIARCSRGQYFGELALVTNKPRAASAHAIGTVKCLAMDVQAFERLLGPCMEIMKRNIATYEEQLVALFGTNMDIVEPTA
HTR5A ag ctr – activates human HTR5A in OPRM1-OPRD1 agonist counter-screen | 0.61% of 340,000 active | AID 504692 | activation, % at 9.3 µM | HTR5A agonist assay, luminescence, cell-based | P47898; in the data active = activation mostly above about 9.5%, no sharp cut-off; inactive = mostly below about 7.6%;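 also: 0% = cells with vehicle only and 100% = reference agonist; strong numbers were not always called active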
Ecoli viability – bacterial growth inhibition, counter-screen for AddAB inhibitors; AID 449728; inhibition, % at 11.9 µM; E. coli V3065 growth, OD600 absorbance, 18 h; 0.27% of 330,000 active;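 active = inhibition above the campaign's mean inhibition across all tested compounds plus 3 SD, cut at about 9.9% in these data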;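 also: uninfected addAB+ strain grown without phage in ampicillin broth; 0% = DMSO wells and 100% = ciprofloxacin 0.95 µg/ml wells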
HTR5A inv ctr – HTR5A inverse agonism, opioid heterodimer counter-screen; P47898; HTR5A cell line, luminescence; inhibition, % at 9.3 µM; 0.083% of 340,000 active; AID 504634; in the data active = inhibition mostly above about 23%, no sharp cut-off; inactive = mostly below about 18%;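 also: 0% = cells with DMSO and 100% = no-cell wells with DMSO; some compounds called inactive have numbers as strong as hits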
DAGLB inh – blocks human DAGLB lipase activity; Q8NCG7; HEK293T DAGLB membrane lysate, EnzChek fluorogenic substrate; inhibition, % at 5.17 µM; 0.059% of 340,000 active; AID 504411; in the data active = inhibition above about 34%;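 also: 0% = enzyme with vehicle and 100% = wells lacking enzyme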
CDK5 p35 inh – inhibitors of human CDK5/p35 kinase. Q00535+Q15078. Recombinant CDK5/p35, ADP-Glo luminescence, 60 min. inhibition, % at 10 µM. 0.01% of 330,000 active. AID 488839;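 active = highest replicate inhibition of at least 50% and at least 75% of replicates reaching 50%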;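 also: plate controls were DMSO neutral control for no effect and GW8510 at 10 µM for full effect; many of its hits are not listed in these tables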
Target sequence (Q00535 whole entry, looked up): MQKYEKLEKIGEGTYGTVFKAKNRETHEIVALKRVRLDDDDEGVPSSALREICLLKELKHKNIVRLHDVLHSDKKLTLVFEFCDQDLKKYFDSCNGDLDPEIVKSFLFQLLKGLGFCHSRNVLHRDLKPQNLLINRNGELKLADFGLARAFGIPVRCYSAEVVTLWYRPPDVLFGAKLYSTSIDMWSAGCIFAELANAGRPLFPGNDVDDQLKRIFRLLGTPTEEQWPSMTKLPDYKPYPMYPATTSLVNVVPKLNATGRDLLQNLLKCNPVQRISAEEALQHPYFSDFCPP
Target sequence (Q15078 whole entry, looked up): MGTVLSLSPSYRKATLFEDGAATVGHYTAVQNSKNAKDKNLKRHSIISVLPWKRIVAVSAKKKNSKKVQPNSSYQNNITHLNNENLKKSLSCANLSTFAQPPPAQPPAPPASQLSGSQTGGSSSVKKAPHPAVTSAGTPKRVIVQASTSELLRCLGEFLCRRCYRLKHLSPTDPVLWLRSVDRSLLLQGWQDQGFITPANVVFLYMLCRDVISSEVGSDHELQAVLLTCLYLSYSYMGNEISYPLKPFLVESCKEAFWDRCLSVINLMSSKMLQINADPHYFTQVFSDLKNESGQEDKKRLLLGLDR
Tat transport – blocks Tat-dependent protein export in E. coli; inhibition, % at 10 µM; E. coli MC4100 TorA-mCherry Tat export, fluorescence; 0.036% of 340,000 active;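 active = mean replicate inhibition at least 50% and at least half of replicates individually reaching 50%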;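 also: exported cargo escapes ClpAP degradation while cytoplasmic cargo is degraded and loses fluorescence; 0% = median of neutral control wells and 100% = median of NaSCN control wells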
phage Ecoli inh – E. coli growth loss with phage present; growth absorbance; inhibition, % at 11.9 µM; 0.26% of 360,000 active; AID 651602; in the data active = inhibition above about 11%
AddAB inh – less growth of phage-infected E. coli with AddAB; E. coli expressing H. pylori AddAB, absorbance growth; inhibition, % at 11.9 µM; 0.29% of 330,000 active; in the data active = inhibition above about 12%;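 also: 0% = vehicle wells of infected cells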
PKA-R1A act – activates the PKA-R1A holoenzyme complex. activation, % at 11.4 µM. 0.083% of 340,000 active. PKA-R1A dissociation, Cy5-IP20 fluorescence polarization; scaled: DMSO 0%, 113 µM cGMP 100%. P00514+P68181. AID 504707;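 active = percent activation above the mean of all tested compounds plus 3 SD, cut at about 19% in these data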;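 also: higher means more PKAc released from R1A so a rise in polarization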
Active calls of the source: *; x = not tested or not shown.

SMILES | SUMO Mot1 rescue | PKA-R2B activ | HTR5A ag ctr | Ecoli viability | HTR5A inv ctr | DAGLB inh | CDK5 p35 inh | Tat transport | phage Ecoli inh | AddAB inh | PKA-R1A act
CC(O)CNCCCOc1ccc(Cl)cc1C(C)(C)C (stereo not drawn) | 23 | -5 | -5 | -0.8 | 13 | 1 | -5.1 | 8 | 3.5 | -2.0 | -7
CCN(CC)C(=O)C1CCCN(Cc2ccc(N(C)C)cc2)C1 (stereo not drawn) | -8 | -6 | 7 | -2.3 | -10 | -4 | -0.8 | -8 | 3.3 | 0.5 | -16
CCOc1ccc(NC(=S)N2CCN(c3ccc(N4CCOCC4)nn3)CC2)cc1 | 0 | -5 | 0 | -2.7 | -15 | 1 | 0.8 | -10 | 3.6 | 0.4 | -12
Cc1ccc(C)n1-c1nnc(N2CCC(C(=O)NCCCN3CCN(C)CC3)CC2)s1 | -5 | -1 | 0 | -0.3 | -1 | -2 | -0.7 | 3 | 3.5 | 4.7 | -8
O=C(CCNC(=O)c1ccc(Br)cc1)NCc1cccnc1 | 3 | -5 | -1 | 5.0 | 3 | -1 | 1.1 | 2 | 0.2 | 0.2 | 2
CCCCOCCO | x | -4 | -1 | x | 5 | 1 | -0.3 | -1 | 1.6 | x | 9
O=C(/C=C/c1ccccc1)Nc1ccc(CN2CCOCC2)cc1 | 185 | -8 | 4 | -0.9 | -10 | 0 | -0.9 | 3 | 4.7 | 1.6 | 1
O=C(CN1CCCCC1)N/N=C/c1ccc(Cl)cc1Cl | 2 | 11 | 1 | 0.0 | -5 | -1 | 1.0 | -6 | 2.4 | 0.5 | 2
O=C(NCc1ccc2c(c1)OCO2)C1CCCN1C(=O)Nc1ccc(F)cc1 (stereo not drawn) | -6 | 1 | -2 | -0.3 | 0 | 6 | -0.5 | -2 | 1.1 | 2.9 | -6
Cc1ccc(/C=N/N2CCN(Cc3ccccc3)CC2)o1 | 13 | -2 | -3 | -1.7 | 8 | -1 | 3.2 | -5 | 2.1 | 0.3 | -8
CC(=O)c1ccc(N2CCN(C(=O)CCN3C(=S)NC(C)(C)CC3C)CC2)cc1 (stereo not drawn) | 22 | -9 | 1 | 0.1 | 34 | -1 | -1.9 | -3 | 2.9 | 0.1 | 3
Cc1cc(C)c(S(=O)(=O)NCC2CCC(C(=O)NCc3ccc4c(c3)OCO4)CC2)c(C)c1 (stereo not drawn) | 34 | 0 | 8 | -2.8 | 9 | -5 | -2.3 | -1 | 1.3 | 0.6 | -1
COC(=O)c1c(NC(=O)c2ccoc2C)sc2c1CCC2 | 2 | -3 | -3 | -2.5 | 5 | -9 | -0.5 | -2 | 1.7 | -1.6 | -3
Cn1c(N)c(C(=O)CSc2nnc(N)s2)c(=O)n(C)c1=O | -14 | 14 | 1 | 2.4 | -3 | -2 | -0.1 | 2 | 0.4 | -1.1 | -10
Cc1c(C(=O)C(=O)NCc2cccs2)c2ccccc2n1C | -7 | -6 | 5 | 0.9 | -13 | -1 | 0.2 | 8 | -1.8 | 4.0 | -7

Taken from the entries so far (2 entries):
SMILES | SUMO Mot1 rescue | PKA-R2B activ | HTR5A ag ctr | Ecoli viability | HTR5A inv ctr | DAGLB inh | CDK5 p35 inh | Tat transport | phage Ecoli inh | AddAB inh | PKA-R1A act
O=C(CCNC(=O)c1ccc(Br)cc1)NCc1cccnc1 | 3 | -5 | -1 | 5.0 | 3 | -1 | 1.1 | 2 | 0.2 | 0.2 | 2
CCCCOCCO | x | -4 | -1 | x | 5 | 1 | -0.3 | -1 | 1.6 | x | 9

Taken from above:
Tat transport, `O=C(/C=C/c1ccccc1)Nc1ccc(CN2CCOCC2)cc1` : 3
HTR5A inv ctr, `CCOc1ccc(NC(=S)N2CCN(c3ccc(N4CCOCC4)nn3)CC2)cc1` : -15
HTR5A inv ctr, `Cc1c(C(=O)C(=O)NCc2cccs2)c2ccccc2n1C` : -13
phage Ecoli inh, `CC(=O)c1ccc(N2CCN(C(=O)CCN3C(=S)NC(C)(C)CC3C)CC2)cc1` (stereo not drawn) : 2.9

Continuation.
SMILES | SUMO Mot1 rescue | PKA-R2B activ | HTR5A ag ctr | Ecoli viability | HTR5A inv ctr | DAGLB inh | CDK5 p35 inh | Tat transport | phage Ecoli inh | AddAB inh | PKA-R1A act
COc1cccc(/C=C2\SC(=S)N(N3C(=O)CCCC3=O)C2=O)c1 | -12 | 10 | -3 | 2.2 | -8 | 1 | 0.7 | -3 | 3.2 | 0.5 | 3
N#CCC(=O)Nc1ccc(C(=O)NCc2cccc(Cl)c2)cc1 | 1 | 3 | 0 | -2.0 | 5 | -3 | -2.9 | -5 | 2.8 | -2.0 | 6
Cn1cc(C2N3CC4(C)CN2CC(C)(C3)C4=O)c2ccccc21 (stereo not drawn) | 4 | -12 | 1 | 3.0 | -1 | -2 | 0.7 | 0 | 4.2 | 5.8 | 6
NC(=O)[C@@H]1CCCCNc2c(I)cc([N+](=O)[O-])cc2C(=O)N[C@@H](CCC(=O)O)C(=O)N[C@@H](CO)C(=O)N1 | 15 | 0 | 1 | -0.7 | -5 | 1 | -5.0 | -3 | -1.5 | 1.1 | -3
Cc1cccc(C(=O)NNC(=O)C2CC2)c1 | 3 | 7 | 1 | 0.6 | -17 | 2 | 1.9 | -7 | 3.4 | -2.0 | 10
COc1ccc2cc(CN(CC3CCCO3)C(=S)NCc3ccco3)c(=O)[nH]c2c1 (stereo not drawn) | 8 | -1 | -3 | -1.9 | 28 | 2 | 1.3 | -14 | 0.9 | -1.2 | -7
CCCCCCSc1ncc(C#N)c(N)n1 | -7 | -15 | 13 | -0.2 | -34 | -7 | 1.7 | -2 | 6.4 | 0.2 | -11
COc1cccc(CN2CC(C(=O)N(C)CC3CCOCC3)CCC2=O)c1 (stereo not drawn) | -7 | -1 | -3 | 0.2 | -22 | 0 | 1.0 | 4 | 0.5 | 1.3 | 3
Cc1cccc2cc(-c3nc4ccc(C(=O)O)cc4[nH]3)c(=O)oc12 | 16 | 14 | 2 | -2.6 | -6 | -1 | 2.4 | 8 | x | -2.0 | 2
COc1ccc(/C=N\Nc2ccc([N+](=O)[O-])cc2[N+](=O)[O-])c(C(=O)O)c1OC | 8 | 5 | -1 | -0.8 | 25 | 4 | 0.5 | -2 | 3.3 | 2.9 | -11
Cc1cc(C)n(-c2ccc(C(=O)NCCCN3CCOCC3)cc2)n1 | 21 | -1 | 5 | -0.9 | -11 | -1 | -3.4 | -3 | 4.2 | -1.5 | -13
Cn1c(=O)oc2cc(S(=O)(=O)CCC(=O)NCCc3ccccc3)ccc21 | -21 | -9 | 1 | -0.6 | -5 | 1 | 2.8 | -7 | 2.5 | 2.0 | -1
COc1ccc(Br)c(C(=O)NC(C)(C)CO)c1 | 7 | 5 | 2 | -1.9 | -7 | 0 | -1.1 | -1 | 4.2 | 3.6 | -6
O=C(Nc1ccc2oc(-c3ccccc3)nc2c1)c1ccccc1F | -1 | -6 | 0 | -1.6 | -10 | -1 | -1.2 | 0 | 0.5 | -1.6 | 0
C=CC1=C(C(=O)O)N2C(=O)[C@@H](NC(=O)/C(=N\OCC(=O)O)c3csc(N)n3)[C@H]2SC1 | x | -6 | -1 | 97* | -33 | 0 | -0.1 | -30 | 100* | 100* | -5
O=C(CCNS(=O)(=O)c1cccs1)NCc1cccs1 | 456 | -5 | -2 | -2.4 | 10 | -2 | -1.9 | 7 | 2.8 | -1.4 | -4
Cc1cccc(NC(=O)CN2C(=O)N/C(=C\c3cccn3-c3cccc(C(=O)O)c3)C2=O)c1 | -10 | 8 | -1 | 1.5 | 4 | 1 | -1.1 | 4 | 1.5 | 3.6 | -7
COc1ccc2c(c1)C1(Nc3ccccc3-c3nc4ccccc4n31)C(=O)N2 (stereo not drawn) | 6 | 1 | x | 0.8 | x | 2 | -0.8 | 0 | 2.0 | 5.6 | -2
O=C(CN1c2ccccc2S(=O)(=O)c2ccccc21)NCc1ccccc1 | -5 | 7 | -1 | 2.9 | 3 | -1 | -1.6 | 0 | 1.3 | 5.2 | 0
CC(NC(=O)c1cc2ccccc2o1)c1ccccc1 (stereo not drawn) | 3 | 2 | 0 | 0.1 | 0 | -1 | -1.6 | -1 | 1.7 | 3.8 | -8
O=c1[nH]c(/C=C\c2cccc(O)c2)nc(O)c1[N+](=O)[O-] | 102 | -3 | -8 | -2.8 | 6 | 1 | -0.3 | -7 | -1.0 | 0.6 | 0
COc1ccc(O)c(C(=O)c2cnn(C(=O)c3cc(C)oc3C)c2)c1 | 145 | 3 | 6 | -0.7 | 13 | 5 | -0.1 | -5 | 1.8 | 1.9 | -10
O=C(NNC(=O)c1ccncc1)c1ccccc1 | 62 | -10 | -5 | 0.5 | 16 | -2 | 1.5 | -4 | 2.6 | -0.5 | -3
COc1ccc(C)cc1NC(=O)C1CCN(S(=O)(=O)c2ccccc2)CC1 | 108 | 2 | -2 | 2.4 | -13 | -1 | 0.0 | 0 | 0.9 | 0.3 | -4
COc1ccc(N(C(=O)c2ccco2)C(C(=O)NC2CCCC2)c2ccco2)cc1OC (stereo not drawn) | -17 | -8 | -2 | 0.6 | 27 | 1 | -4.9 | 20 | -2.4 | 1.0 | -8
Cc1ccc(NC(=S)N(N)CCO)cc1 | 1 | -8 | -3 | 0.0 | -7 | -1 | -1.0 | 10 | 1.1 | -1.8 | 3
CC(=O)Nc1sc(C)c(C)c1C(=O)OCC(=O)Nc1cc(S(C)(=O)=O)ccc1Cl | 25 | 11 | -5 | -3.3 | -12 | -3 | 0.2 | -1 | 4.4 | -0.8 | 3
C=CCSC1=C(C#N)C(c2ccccc2OCC)CC(=O)N1 (stereo not drawn) | -1 | -7 | 0 | 2.7 | -10 | 1 | 0.4 | -3 | -0.2 | 1.4 | 2
O=C(N[C@@H](Cc1ccccc1)C(=O)NCCc1c[nH]c2ccccc12)c1ccco1 | 80 | 0 | 5 | -0.3 | -15 | 2 | 0.4 | -6 | 1.3 | 2.8 | -4
Cc1ccc(N(C(=O)c2snc(C(N)=O)c2N)C(C(=O)NC2CCCC2)c2ccncc2)cc1 (stereo not drawn) | 51 | -5 | 0 | -1.6 | 7 | 3 | 5.3 | 3 | -1.1 | 3.1 | -5
Cc1cc(NC(=O)C2CC2)n(-c2nc3ccccc3s2)n1 | 5 | 4 | -2 | 2.9 | 6 | -12 | -0.2 | -3 | 2.9 | 4.2 | 2
COc1ccc(CCN=C(N)NS(=O)(=O)c2cc(F)ccc2F)cc1 | 3 | -3 | 0 | 2.6 | 17 | -2 | 0.5 | -3 | 2.6 | 2.8 | -7
Cc1cc(NC(=O)COc2ccc(C)c(C)c2)no1 | 9 | 6 | -1 | -4.5 | -14 | -6 | 0.8 | 7 | 3.8 | -0.6 | 2
O=C(NNc1nc2cc3c(cc2s1)OCO3)c1cccc(F)c1 | 93 | -6 | 12 | -1.1 | -33 | 5 | 1.4 | 5 | -0.7 | -0.1 | -12
COc1cc(NC(=O)c2ccc3snnc3c2)cc(OC)c1 | 2 | -5 | -4 | 3.1 | 2 | -5 | 0.2 | -3 | 2.2 | 0.7 | -2
Cc1noc(C)c1N=Nc1ccccc1C(=O)O | x | -8 | 0 | 0.6 | -5 | -1 | -0.6 | 1 | 2.0 | 0.2 | -9

Screening data from PubChem BioAssay.
